Screening results deposited in PubChem BioAssay by several laboratories.
TRPC6 act: mouse TRPC6 channel activators, primary screen, cell-based, HEK293, membrane potential dye | Short transient receptor potential channel 6 (Mus musculus), Q61143 | HEK293-TRPC6 membrane potential dye fluorescence; stronger effect = higher value | B-score at 10 µM | hit rate 0.13% among 310,000 | AID 2550, 2010;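 active = B-score of the integrated fluorescence ratio above library mean plus 3 SD, and starting fluorescence ratio within library mean plus 5 SD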;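 note: higher score means more depolarization so channel activation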
RGS4 act: RGS4 potentiators or activators, primary screen, cell-based, HEK293 M3R inducible RGS4, calcium flux. B-score at 10 µM. AID 463111, 2010. hit rate 0.92% among 310,000. carbachol calcium flux Fluo4; stronger effect = lower value;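 active = B-score of the integrated calcium signal more than 4 SD below the library mean, with starting fluorescence not abnormally high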;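 note: negative B-score means reduced calcium response which marks RGS4 activation or potentiation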
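test system = HEK293 cells with stable M3R and inducible RGS4 | schedule = recording 10 s baseline at 1 Hz, 100 s post-agonist | technique = Fluo4-AM (2 µM) calcium-flux fluorescence, kinetic read | measure = Agonist-evoked peak-minus-minimum fluorescence over baseline, integrated ratio, B score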
RGS4 inh: RGS4 inhibitors, primary screen, cell-based, HEK293 M3R inducible RGS4, calcium flux | hit rate 0.45% among 310,000 | AID 463165, 2010 | Regulator of G-protein signaling 4 (Homo sapiens), P49798 | B-score at 10 µM | Fluo-4 calcium flux; stronger effect = higher value; triggered by carbachol at its EC20;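 active = B-score, a plate-corrected calcium signal, over three deviations above library mean, with baseline fluorescence within five deviations of library mean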;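 note: RGS4 expression induced by doxycycline in cells with stable M3 receptor; B-score is computed from the integrated fluorescence ratio over baseline after carbachol; higher B-score means a larger calcium signal and so more RGS4 inhibition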
Target sequence (P49798 whole entry, looked up): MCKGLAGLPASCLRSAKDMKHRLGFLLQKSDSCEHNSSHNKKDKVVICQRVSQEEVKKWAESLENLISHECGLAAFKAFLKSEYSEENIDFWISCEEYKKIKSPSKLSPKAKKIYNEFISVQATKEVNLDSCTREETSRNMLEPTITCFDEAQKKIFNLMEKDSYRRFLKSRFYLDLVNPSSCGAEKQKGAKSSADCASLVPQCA
HDAC3 inhib: HDAC3 deacetylase inhibitors, primary screen, biochemical, fluorescence, cell-free homogeneous; Histone deacetylase 3 (Homo sapiens), O15379; recombinant HDAC3, fluorogenic peptide/trypsin coupled; inhibition, % at 8.3 µM; hit rate 0.15% among 320,000; AID 2718, 2010; in the data active = inhibition above about 26%, passing the limit was not always enough
TMEM16A inh: TMEM16A chloride channel inhibitors, primary screen, cell-based, HTS. Anoctamin-1 (Mus musculus), Q8BHY3. HEK293 TMEM16A/YFP iodide influx fluorescence, ionomycin. normalized B-score (activity score, 25-100; higher = stronger inhibition) at 10 µM. hit rate 1.2% among 310,000. AID 588511, 2011;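 active = ratio plate-corrected score three or more library SD toward inhibition, starting fluorescence score within five deviations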;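 note: score derived from kinetic fluorescence span divided by baseline fluorescence per well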
Target sequence (Q8BHY3 whole entry, looked up): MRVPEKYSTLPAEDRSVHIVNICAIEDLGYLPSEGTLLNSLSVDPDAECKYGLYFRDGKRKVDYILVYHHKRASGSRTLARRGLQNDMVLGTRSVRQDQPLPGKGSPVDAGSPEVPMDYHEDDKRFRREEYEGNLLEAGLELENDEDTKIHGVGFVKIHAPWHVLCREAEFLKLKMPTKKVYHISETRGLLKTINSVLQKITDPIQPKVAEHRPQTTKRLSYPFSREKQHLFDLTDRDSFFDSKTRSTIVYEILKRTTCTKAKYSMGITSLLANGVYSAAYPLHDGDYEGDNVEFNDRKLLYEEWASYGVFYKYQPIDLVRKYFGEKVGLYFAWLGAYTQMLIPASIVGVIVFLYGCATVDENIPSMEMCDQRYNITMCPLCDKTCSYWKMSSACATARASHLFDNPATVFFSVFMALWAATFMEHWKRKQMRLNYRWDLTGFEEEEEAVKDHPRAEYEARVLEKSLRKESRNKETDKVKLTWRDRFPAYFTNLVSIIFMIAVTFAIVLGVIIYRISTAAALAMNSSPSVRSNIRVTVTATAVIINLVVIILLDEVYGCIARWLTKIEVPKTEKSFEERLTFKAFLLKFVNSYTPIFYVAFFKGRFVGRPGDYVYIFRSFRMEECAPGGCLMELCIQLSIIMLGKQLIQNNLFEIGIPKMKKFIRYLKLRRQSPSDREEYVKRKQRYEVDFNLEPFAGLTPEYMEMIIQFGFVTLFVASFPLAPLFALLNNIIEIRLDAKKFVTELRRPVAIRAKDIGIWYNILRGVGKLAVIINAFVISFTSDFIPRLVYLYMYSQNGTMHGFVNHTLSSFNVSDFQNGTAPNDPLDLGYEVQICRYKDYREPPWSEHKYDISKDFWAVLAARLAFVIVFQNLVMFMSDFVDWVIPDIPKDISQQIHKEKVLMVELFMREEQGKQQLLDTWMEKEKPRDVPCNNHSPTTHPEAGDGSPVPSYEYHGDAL
ANO1 activ: TMEM16A chloride channel activators or potentiators, primary screen, cell-based, HTS. Anoctamin-1 (Mus musculus), Q8BHY3. HEK293 TMEM16A/YFP-H148Q/I152L, iodide quench fluorescence; stronger effect = lower value. B-score at 10 µM. hit rate 0.3% among 340,000;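 active = fluorescence-ratio B-score plate-corrected deviation score at least 3 library SD below zero, with starting fluorescence score within 5 deviations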;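 note: channel opened by trigger with iodide after compound preincubation; score built on the fluorescence ratio of max minus min over baseline; more negative score means more quench and so TMEM16A activation or potentiation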
MrgX1 antag: antagonists of human MrgX1 receptor, primary screen, HEK293 cells, Fluo-4 calcium flux; hit rate 1.3% among 310,000; AID 588676, 2011; BAM8-22 antagonism; stronger effect = lower value; B-score at 10 µM;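 active = calcium-response B-score plate-corrected more than 3 library SD below zero, starting fluorescence within 5 deviations, no agonist response on first addition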;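 note: peak minus trough fluorescence over baseline after final BAM8-22 challenge near maximal dose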
MrgX1 ag: agonists of human MrgX1 receptor, primary screen, HEK293 cells, Fluo-4 calcium flux. Mas-related G-protein coupled receptor member X1 (Homo sapiens), Q96LB2. Fluo-4 calcium fluorescence, agonist mode; stronger effect = higher value. B-score at 10 µM. hit rate 0.44% among 310,000. AID 588627, 2011;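 active = calcium response B-score plate-corrected fluorescence ratio at least 3 library SD, with starting fluorescence B-score inside 5 SD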
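times = overnight plating, then 30 min 37 °C plus 30 min room-temperature dye loading | assay system = stable human MrgX1 HEK293 cell line | input = fifteen thousand cells per well | signal = kinetic calcium dye fluorescence, Fluo-4 NW | dosing = compound delivered in addition one of three | read-out = B-scored fluorescence response ratio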
TRPC6 inh: mouse TRPC6 channel inhibitors, primary screen, cell-based, HEK293, membrane potential dye. Short transient receptor potential channel 6 (Mus musculus), Q61143. ACh-evoked depolarization; stronger effect = lower value. B-score at 10 µM. hit rate 1.1% among 310,000;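 active = B-score under library mean minus 3 SD, initial fluorescence not abnormally high, positive integrated signal ratio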;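 note: B-score derived from integrated fluorescence ratio over the kinetic read; more negative B-score means stronger inhibition of depolarization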
SKKanGAS inh: S. pyogenes SKKanGAS growth inhibitors in kanamycin, primary screen, streptokinase expression inhibitor project, SKKanGAS strain, BacTiter-Glo luminescence; 6 h; inhibition, % at 7.5 µM; hit rate 1.3% among 300,000; AID 1662, 2009;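 active = mean replicate score, as percent of positive control median, at least 50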;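 note: strain carries kanamycin resistance gene driven by streptokinase promoter and grows in 40 µg/ml kanamycin; loss of luminescence reflects streptokinase promoter inhibition or plain growth inhibition; 0% = median of DMSO wells and 100% = positive control at its reference dose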
MrgX1 allo act: positive allosteric modulators of MrgX1, primary screen, HEK293 cells, Fluo-4 calcium flux | Mas-related G-protein coupled receptor member X1 (Homo sapiens), Q96LB2 | FDSS; stronger effect = higher value | B-score at 10 µM | hit rate 0.63% among 310,000 | AID 588675, 2011;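 active = plate-corrected calcium response at least 3 library SD above typical, normal starting fluorescence, not activating the receptor alone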;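 note: compound read alongside a low EC10 to EC30 dose of BAM8-22 agonist; peak minus trough fluorescence over baseline measured at the second addition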
* marks the source's active call; other numbers are inactive results; i = inactive; . = not tested or not shown.

SMILES	TRPC6 act	RGS4 act	RGS4 inh	HDAC3 inhib	TMEM16A inh	ANO1 activ	MrgX1 antag	MrgX1 ag	TRPC6 inh	SKKanGAS inh	MrgX1 allo act
CCC(=O)NC(Nc1cccc(C)n1)(C(F)(F)F)C(F)(F)F	i	i	i	-4	i	i	i	i	i	0	i
COc1ccc2[nH]c(C)c(CCN(Cc3cccs3)C(=S)Nc3ccccc3OC)c2c1	i	i	i	1	i	i	i	i	i	9	i
COc1ccc(C(=O)N2CCC(C(=O)c3c(C)cc(C)cc3C)CC2)cc1	i	i	i	14	i	i	i	i	i	0	i
Cn1c(=O)c2c(SCC(=O)Nc3cccc(F)c3)nc(-c3ccco3)nc2n(C)c1=O	i	i	i	-5	i	i	i	i	i	27	i
C/C(=N\NS(=O)(=O)c1ccc(Cl)c([N+](=O)[O-])c1)c1ccc(C)o1	i	i	i	0	i	i	i	i	i	-9	i
CCCNC(=O)C1CCN(S(=O)(=O)c2cccc3nonc23)CC1	i	i	i	1	i	i	i	i	i	-13	i
Cc1ccc(CNC(=O)CCn2cc(-c3ccc(C)cc3)nc2CCN)cc1	.	.	.	-1	i	i	i	i	.	.	i
CCCCc1ccc(S(=O)(=O)N2CCC3(CC2)OCCO3)cc1	i	i	i	6	i	i	i	i	i	31	i
Cc1c([N+](=O)[O-])cc(C(=O)Nc2ccc(Cc3ccncc3)cc2)cc1[N+](=O)[O-]	i	i	i	-1	i	i	i	i	i	-4	i
Cc1cc(C(F)F)n2ncc(C(=O)N3CCCCC3)c2n1	i	i	i	-4	i	i	i	i	i	-6	i
O=C(CN1C(=O)COc2ccc(Cl)cc21)N1CCOCC1	i	i	i	0	i	i	i	i	i	21	i
Cc1ccc(S(=O)(=O)NCC(=O)NCC(=O)N2CCC(C)CC2)cc1	i	i	i	5	i	i	i	i	i	-12	i
Cc1cc(-c2nnc(CCC(=O)N(C)Cc3cccc4ccccc34)o2)no1	i	i	i	2	i	i	i	i	i	-10	i
CC(C(=O)Nc1cccnc1)n1cc([N+](=O)[O-])cn1 (centres undefined)	i	i	i	0	i	i	i	i	i	-5	i
Cc1ccc(-c2csc3nnc(SCC(=O)N4CCN(Cc5ccccc5)CC4)n23)cc1	i	i	i	2	i	i	i	i	i	3	i
CNCC(O)c1ccc(O)c(O)c1 (centres undefined)	i	i	6*	-3	i	i	i	47*	i	-2	i
COc1ccccc1NC(=S)NCC1CCCO1 (centres undefined)	i	i	i	2	i	i	i	i	i	-9	i
CC1(NC(=O)Cc2ccc(S(=O)(=O)N3CCOCC3)s2)CCS(=O)(=O)C1 (centres undefined)	i	i	i	-5	i	i	i	i	i	48	i
c1ccc(-c2cnnn2-c2ccccc2)cc1	i	i	i	17	i	i	i	i	i	-3	i
CN(C)c1ccc(C2N(C(=O)N3CCOCC3)CCN2S(=O)(=O)c2ccccc2)cc1 (centres undefined)	i	i	i	-2	i	i	i	i	i	-3	i
O=C(COc1ccc2c(c1)OCO2)Nc1ccccc1C(F)(F)F	i	i	i	5	i	i	i	i	i	-6	i
Cc1c(Br)cc(C(=O)NC2CCCCC2)c(C)c1C	i	i	i	3	i	i	i	i	i	14	i
O=C1NC(Nc2ccccn2)(C(F)(F)F)C(=O)N1c1ccc(F)cc1 (centres undefined)	i	i	i	-3	i	i	i	32*	i	6	i
N#CCCn1cc(C(=O)Nc2ccc(C(=O)O)cc2)c(-c2ccc([N+](=O)[O-])cc2)n1	i	i	i	7	i	i	i	i	i	8	i
CCCCn1c(S(=O)(=O)O)nc2ccccc21	i	i	i	.	i	i	i	i	i	-11	i

Later entries.
SMILES	TRPC6 act	RGS4 act	RGS4 inh	HDAC3 inhib	TMEM16A inh	ANO1 activ	MrgX1 antag	MrgX1 ag	TRPC6 inh	SKKanGAS inh	MrgX1 allo act
O=C(Nc1cccnc1)c1ccc(Cl)c(S(=O)(=O)N2CCCC2)c1	i	i	i	-4	i	i	i	i	i	-5	i
O=C(COc1ccc(Cl)cc1)NCCCNC(=O)c1ccncc1	i	i	i	-2	i	i	i	i	i	-18	i
COC(=O)c1cc(C(=O)Nc2nnc(CC(C)C)s2)cc([N+](=O)[O-])c1	i	i	i	2	i	i	i	i	i	4	i
Cc1ccc(NC(=O)CNCC(c2ccccc2)N(C)C)cc1F (centres undefined)	i	i	i	-7	i	i	i	i	i	10	i
COC(=O)c1n[nH]nc1-c1ccccc1	i	i	i	4	i	i	i	i	i	5	i
CCCCCc1cc(=O)oc2c(C(CCN3CCCCC3)c3cc(OC)c(OC)c(OC)c3)c(OC)cc(OC)c12 (centres undefined)	i	i	i	10	i	i	i	i	i	6	i
O=C(COc1ccc([N+](=O)[O-])cc1)NCc1cccnc1	i	i	i	5	i	i	i	i	i	-4	i
Cc1ccc(S(=O)(=O)NCCN=C(CN2CCOCC2)NS(=O)(=O)c2ccc(C)cc2)cc1	i	i	i	-3	i	i	i	i	i	.	i
Cc1ccc(-c2nc3c4ccccc4ccn3c2CN2CCCCC2)cc1	i	i	i	0	i	i	i	i	i	11	i
CC(=O)Nc1ccc(OCC(=O)c2cc(C)ccc2C)cc1	i	i	i	-3	i	i	i	i	i	-1	i
CCN1C(=O)[C@H]2[C@@H](c3ccc(OC)cc3)N3C(=O)CN(Cc4ccccc4)C(=O)[C@@]3(C)[C@H]2C1=O	i	i	i	-3	i	i	i	i	i	5	i
CS(=O)(=O)N1CCN(c2ncccn2)CC1	i	i	i	2	i	i	i	i	i	-1	i
CC(C)CC1NC(=O)N(CC(=O)N2CCN(S(=O)(=O)c3ccc4ccccc4c3)CC2)C1=O (centres undefined)	i	i	i	-5	i	i	i	i	i	1	i
Cn1c(SCc2cccc(C(F)(F)F)c2)nnc1-c1ccco1	i	i	i	4	i	i	i	i	i	-19	i
CCC(=O)c1cn(CC(=O)Nc2cccc(C)c2C)c2ccccc12	i	i	i	-5	i	i	i	i	i	0	i
Cc1cc(NCc2ccccc2)n2ncc(-c3ccccc3)c2n1	i	-8.7*	i	-2	i	i	i	i	i	11	i
Cc1ccc(NN2C(=O)C=C(c3ccccc3)C2=O)cc1	i	i	i	.	.	.	.	.	i	18	.
O=C(COC(=O)[C@H](Cc1ccccc1)NC(=O)c1cccs1)Nc1ccccc1C(F)(F)F	i	i	i	-3	i	i	i	i	i	22	i
Cc1cccc(NC(=O)COC(=O)CNC(=O)C2CCCCC2)c1	i	i	i	0	i	i	i	i	i	0	i
Cc1ccc(C(=O)N2CCCC(Nc3ccc(C(C)C)cc3)C2)cn1 (centres undefined)	i	i	i	.	i	i	i	i	i	2	i
O=C(c1c[nH]c(C(=O)N2CCN(Cc3ccccc3)CC2)c1)C1CCCCC1	i	i	i	1	i	i	i	i	i	1	i
COC(=O)c1ccc(Oc2nc(N3CCCCC3)nc(N3CCOCC3)n2)cc1	i	i	i	6	i	i	i	i	i	-11	i
COc1ccc(C(c2c(C)n(C)n(-c3ccccc3)c2=O)c2c(C)n(C)n(-c3ccccc3)c2=O)cc1O	i	i	i	5	i	.	i	i	i	.	i
COc1ccccc1NC(=O)CN1CCN(CC(=O)Nc2ccc(F)cc2F)CC1	i	i	i	.	.	i	.	.	i	-9	.
Cn1c(/C(C#N)=C(\O)c2cc(Cl)sc2Cl)nc2ccccc21	i	i	i	-4	i	i	i	i	i	15	i

(further entries)
SMILES	TRPC6 act	RGS4 act	RGS4 inh	HDAC3 inhib	TMEM16A inh	ANO1 activ	MrgX1 antag	MrgX1 ag	TRPC6 inh	SKKanGAS inh	MrgX1 allo act
Cc1cc(C)n2nc(C(=O)OCC(=O)N3C(C)CCCC3C)nc2n1 (centres undefined)	i	i	i	7	i	i	i	i	i	4	i
CCC(=O)N1CCN(c2ccc(NC(=O)c3ccc(N4CCCC4)c([N+](=O)[O-])c3)cc2)CC1	i	i	i	-6	i	i	i	i	i	-7	i
CCC(C)Sc1nnc(CNC(=O)C23CC4CC(CC(C4)C2)C3)n1C1CCCCC1 (centres undefined)	i	i	i	5	i	i	i	i	i	3	i
O=S(=O)(c1ccc(Oc2ccc(S(=O)(=O)N(CCO)CCO)cc2)cc1)N(CCO)CCO	i	i	i	-6	i	i	i	i	i	-7	i
COc1ccc(C(=O)NCC(=O)NCC(=O)OCc2ccc(Cl)cc2)cc1	i	i	i	-2	i	i	i	i	i	-7	i
O=C(NCc1cn2ccsc2n1)c1c(F)cccc1Cl	i	i	i	.	i	i	-5*	i	i	-1	i
CC(=O)Nc1ccc(NC(=O)CCCNC(=O)c2ccc(Cl)cc2)cc1	i	i	i	4	i	i	i	i	i	-9	i
O=C(NCc1ccccn1)c1cccn1-c1ncc(C(F)(F)F)cc1Cl	i	i	i	-1	i	i	i	i	i	5	i
CCn1c(CNC(=O)COc2c(C)cccc2C)nnc1SCC(=O)Nc1nccs1	i	i	i	1	i	i	i	i	i	11	i
CCc1cc2c(cc3c(=O)n(CC(=O)N4CCN(C)CC4)ncn32)s1	i	i	i	5	i	i	i	i	i	-4	i
CCC1CCCCN1C(=O)CSc1nc2c(c(=O)n(C)c(=O)n2C)n1C (centres undefined)	i	i	i	-1	i	i	i	i	i	1	i
Cc1ccc(C)c(N2CCN(S(=O)(=O)c3c(C(=O)N4CCCCC4)c(C)n(C)c3C)CC2)c1	i	i	i	-4	i	i	i	i	i	6	i
CCOc1cc(C(=O)OCC(=O)N(C)c2ccccc2)cc(OCC)c1OCC	i	i	i	-1	i	i	i	i	i	0	i
Cc1cc(=O)n2nc(N3CCCC(C(=O)NCc4ccccc4C)C3)sc2n1 (centres undefined)	i	i	i	3	i	i	i	i	i	1	i
CCn1nnc(NC(=O)COc2ccc(C3CCCCC3)cc2)n1	i	i	i	1	i	i	i	i	i	-3	i
CCOC(=O)c1c(S(=O)(=O)NCC(=O)Nc2cccc(C)c2C)c(C)n(C)c1C	i	i	i	6	i	i	i	i	i	-6	i
Cc1cccc(NC(=O)COC(=O)c2cc3ccccc3oc2=O)c1	i	i	i	-15	i	i	i	i	i	-3	i
COc1cc(OC)cc(C(=O)NCC2CCCN(Cc3ccc(SC)cc3)C2)c1 (centres undefined)	i	i	i	6	i	i	i	i	i	1	i
